# AmpC detergent: AmpC beta-lactamase inhibition with detergent present | AmpC hydrolysis of nitrocefin, absorbance 480 nm, 0.01% Triton | Potency, µM (doses to about 114 µM), inactives show at the top dose activity change, negative = inhibition, most hits filed as inhibitors | actives 0.041% (n = 370,000) | P00811;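 further: potency means the concentration at half of the fitted maximal effect; 0% = no-compound wells and -100% = no-enzyme wells; nearly all actives have a fitted effect of over 25% in size; some results filed as inactive show a strong effect at the top dose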
# Target sequence (P00811 whole entry, looked up): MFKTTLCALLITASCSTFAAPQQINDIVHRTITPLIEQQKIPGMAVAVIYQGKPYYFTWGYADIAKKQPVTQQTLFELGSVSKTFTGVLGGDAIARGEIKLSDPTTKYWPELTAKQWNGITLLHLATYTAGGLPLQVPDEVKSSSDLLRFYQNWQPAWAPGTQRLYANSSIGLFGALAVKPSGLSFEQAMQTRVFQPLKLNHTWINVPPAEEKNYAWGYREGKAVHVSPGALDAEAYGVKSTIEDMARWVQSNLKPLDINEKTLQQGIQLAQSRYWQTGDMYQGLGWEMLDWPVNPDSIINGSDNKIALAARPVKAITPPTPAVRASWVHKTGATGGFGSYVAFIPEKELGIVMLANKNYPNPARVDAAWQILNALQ
#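 AmpC (5.3 nM in the dispensed reagent) in 20 mM phosphate pH 7.0 with 0.01% (detergent screen) or 0.0001% Triton X-100 was preincubated with compounds for 15 min at room temperature. Nitrocefin was then added from an 800 uM solution, and hydrolysis was followed at 480 nm.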
# HCMV antiviral: human cytomegalovirus inhibition. AID 1259415. actives 4.5% (n = 410,000). activity change, negative = inhibition, % at 57.5 µM. HFF cells, HCMV-luciferase reporter, 72 h; stronger effect = lower value; in the data active means activity change below about -60%; inconclusive means no clear call, values can overlap the other calls; inactive means above about -39%; further: on the % scale 0 is the no-effect control and ±100 the full control effect
#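 Steps: HFFs plated, 16 h 37C; compounds added; HCMV-luciferase added to MOI 1 PFU/cell; 72 h 37C; OneGlo reagent, 5 min room temperature; luminescence read, normalized to controls.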
# AmpC no deterg: AmpC beta-lactamase inhibition without detergent. P00811. AmpC nitrocefin hydrolysis, absorbance 480 nm, 0.0001% Triton. Potency, µM (highest dose often 57.1 µM), for the others: at the top dose activity change, negative = inhibition, usual class: inhibitors. actives 0.52% (n = 330,000). AID 485341;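 further: potency means the concentration at half of the fitted maximal effect; plate controls were no compound for no effect and no enzyme for full effect; nearly all actives have a fitted effect of over 20% in size; some results filed as inactive show a strong effect at the top dose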
#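 AmpC (5.3 nM in the dispensed reagent) in 20 mM phosphate pH 7.0 with 0.01% (detergent screen) or 0.0001% Triton X-100 was preincubated with compounds for 15 min at room temperature. Nitrocefin was then added from an 800 uM solution, and hydrolysis was followed at 480 nm.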
# Shiga inhibitor: inhibitors of Shiga toxin in Vero cells. Vero cells, Shiga toxin protein synthesis inhibition reporter. inhibition, % at 38.7 µM. actives 9.2% (n = 290,000). AID 2315; in the data active means inhibition mostly above about 28%, no sharp cut-off; inactive means mostly below about 43%; further: 0% is about no effect
# Cycloheximide cs: counter-screen for Shiga toxin inhibitors: cycloheximide protein synthesis inhibition; cell reporter, cycloheximide protein synthesis inhibition counterscreen; max response, %; actives 12% (n = 300,000); in the data active means max response mostly above about 13%, no sharp cut-off; inactive means mostly below about 14%; further: read at 38.3 µM for the half of the compounds with a filed dose; 0% is about no effect
# FBPA Giardia inh: inhibitors of Giardia lamblia fructose-1,6-bisphosphate aldolase; A8B2U2; purified Giardia FBPA; Potency, µM (titrated, usually from 59.6 µM), for the others: at the top dose activity, negative = inhibition, most hits filed as inhibitors; actives 0.71% (n = 290,000); further: potency means the concentration at half of the fitted maximal effect; on the % scale 0 is the no-effect control and ±100 the full control effect; nearly all actives have a fitted effect of over 55% in size
# Target sequence (A8B2U2 whole entry, looked up): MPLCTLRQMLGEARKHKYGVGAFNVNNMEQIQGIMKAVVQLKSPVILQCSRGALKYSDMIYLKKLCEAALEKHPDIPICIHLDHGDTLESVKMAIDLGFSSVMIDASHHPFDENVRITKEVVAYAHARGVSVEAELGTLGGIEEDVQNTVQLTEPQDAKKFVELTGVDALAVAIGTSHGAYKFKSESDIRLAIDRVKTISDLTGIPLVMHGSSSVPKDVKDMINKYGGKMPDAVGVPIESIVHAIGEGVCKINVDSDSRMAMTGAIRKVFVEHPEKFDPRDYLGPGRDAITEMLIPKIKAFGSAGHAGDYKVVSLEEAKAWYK
#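 Giardia FBPA (40 nM reagent) was preincubated 10 min at RT with compound (up to 57.5 uM final), then substrate plus GAPDH/TPI/NAD/arsenate coupling system with diaphorase/resazurin was added; resorufin fluorescence (525/598 nm) was read after 20 min.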
# AMA1 RON2 block: inhibitors of Plasmodium falciparum AMA1-RON2 interaction | actives 0.2% (n = 360,000) | AlphaScreen AMA1-biotinylated RON2 peptide binding | Potency, µM (series often up to 58.2 µM), inactives show at the highest dose activity change, negative = inhibition, hits mostly inhibitors;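 further: potency means the concentration at half of the fitted maximal effect; 0% = vehicle wells and -100% = peptide control; nearly all actives have a fitted effect of over 45% in size; some results filed as inactive show a strong effect at the top dose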
#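 AMA1 (3D7) with his tag at 25 nM final met compounds first, then biotinylated RON2 peptide at 25 nM; detection used donor plus acceptor beads, 10 µg/mL apiece, read by AlphaScreen after 30 min at room temperature.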
# * marks the source's active call; other numbers are inactive results; ? = inconclusive; / = no result given; & = joins results of further samples; [ ] = remark or other dose. Unless noted, the call rests on the fitted dose curve; in most records, active means well fitted curve in the direction sought with a large enough effect; inconclusive means small, poorly fitted or top-dose-only effect, or another doubt; inactive means no such curve, though single readings can be large; an effect the other way counts as inactive or inconclusive. Random draw from the library; any-hit rate near 16%.
SMILES,AmpC detergent,HCMV antiviral,AmpC no deterg,Shiga inhibitor,Cycloheximide cs,FBPA Giardia inh,AMA1 RON2 block
COc1ccc(N(Cc2cc3cc(OC)ccc3[nH]c2=O)C(=O)c2cccnc2)cc1,?,9,-10%,-8,-4,-20%,8%
CC(C)CC(=O)Nc1ccccc1-c1nnn(CC(=O)N2CCc3ccccc3C2)n1,0%,-25,2%,-15,-4,0%,13%
COc1ccc2nc(SCC(=O)N3CCCCCC3)c(C#N)cc2c1,-10%,18,-4%,87*,15*,-28%,28%
COc1ccc(NS(=O)(=O)NC(=O)c2cn(C)c3ccccc23)cc1,1%,29,-14%,11,9,-2%,0%
O=C(NCCCn1ccnc1)c1cc2c(s1)CCCC2,6%,24,-9%,-5,-3,/,-3%
Cc1ccc(C)c(NC(=O)C(OC(=O)c2ccc(CO)cc2)c2ccccc2)c1 (stereo unspecified),-14%,-18,-14%,/,/,/,96%[activator]
CCN(CCNC(=O)c1ccc2nc(-c3ccccc3NC(C)=O)c(=O)[nH]c2c1)c1ccccc1,?,126,-12%,-6,-6,-18%,-1%
CCC[C@@H](OS(N)(=O)=O)[C@@H](Cc1ccccc1)C(=O)OCC,-10%,11,-1%,-5,-2,-5%,36%[activator]
COCC(C)N1CCC(n2nccc2NC(=O)c2ccc3c(c2)OCO3)CC1 (stereo unspecified),1%,0,13%,-23,9,/,0%
C[C@H](CO)N1C[C@H](C)[C@@H](CN(C)C(=O)Nc2ccccc2)Oc2c(cccc2N(C)C)C1=O,/,38,-12%,/,/,/,-5%

# 2 of the compounds above, with bars between the fields:
Compound | AmpC detergent | HCMV antiviral | AmpC no deterg | Shiga inhibitor | Cycloheximide cs | FBPA Giardia inh | AMA1 RON2 block
COc1ccc2nc(SCC(=O)N3CCCCCC3)c(C#N)cc2c1 | -10% | 18 | -4% | 87* | 15* | -28% | 28%
COc1ccc(NS(=O)(=O)NC(=O)c2cn(C)c3ccccc23)cc1 | 1% | 29 | -14% | 11 | 9 | -2% | 0%

# Further compounds follow:
SMILES,AmpC detergent,HCMV antiviral,AmpC no deterg,Shiga inhibitor,Cycloheximide cs,FBPA Giardia inh,AMA1 RON2 block
O=C(c1ccccc1F)N(Cc1ccc2c(c1)OCO2)Cc1cc2cc3c(cc2n2nnnc12)OCO3,4%,-20,-14%,-26,10,/,5%
COc1c(/C=N/NC(N)=S)c(C)nn1-c1ccccc1,3%,-9,-20%,41,0,?,37%[activator]
c1ccc(COc2ccccc2CNC23CC4CC(CC(C4)C2)C3)cc1,4%,-97*,67%[activator],-8,-5,3%,-3%
COc1cccc(NC(=S)NN2CCN(C)CC2)c1,?,-4,-14%,35,3,/,3%
CC(C(=O)Nc1ccc([N+](=O)[O-])cc1)N1CCN(C/C=C/c2ccccc2)CC1 (stereo unspecified),-14%,?,124%[activator],-12,-1,9%,?
Cc1ccc(-c2nc(N/N=C/c3ccccc3[N+](=O)[O-])c3ccccc3n2)cc1,-6%,93,-16%,9,35,2%,58%[activator]
CCN(CC)/C(=N/O)NC(=O)NS(=O)(=O)c1ccc(C)cc1,0%,-37,/,-23,-4,-13%,3%
CCc1c(O)nc(SCC(=O)N2CCOCC2)n(-c2ccccc2)c1=O,-10%,15,-11%,10,-2,0%,1%
COCCN(C(=O)COC(=O)C1(c2ccccc2)CC1)c1c(N)n(CC(C)C)c(=O)[nH]c1=O,-14%,-14,?,/,/,/,0%
O=C(O)CCCC(=O)Nc1ccc(Br)cc1C(=O)O,?,38,-14%,4,-2,4%,8%
O=c1c(C=NCc2cccnc2)c(C(F)(F)F)[nH]n1-c1nc2ccccc2s1,-2%,-17,31%,1,-3,-8%,12%
Cc1cc(Br)cc(Br)c1OCC(=O)NNC(=O)c1ccoc1C,3%,-7,-28%,-20,-3,/,74%[activator]
Oc1cccc(CCC2CCCCN2Cc2cn[nH]c2-c2ccc3c(c2)OCO3)c1 (stereo unspecified),5%,?,-34%,-9,-2,0%,1%
O=S(=O)(NC1CCCCC1)c1ccc(F)c2ccccc12,1%,-20,-25%,-16,2,-8%,11%
Cc1cc2c3nonc3ccc2n1-c1ccccc1,?,34,-32%,-11,-2,-9%,92%[activator]
COc1ccc(-c2cn(CC3CCCCC3)nn2)cc1,-5%,44,-5%,17*,16*,-16%,10%
Cc1ccc(-c2nc3ccc(NS(=O)(=O)c4ccccc4)cc3[nH]2)o1,-1%,?,-46%,130*,66*,-20%,-7%
CCOc1cc(/C=N/NC(=O)CSc2cccc3cccnc23)ccc1O,-4%,?,?,19,-3,-10%,5%
COc1cccc(OC)c1C(=O)Nc1nc2ccc(S(C)(=O)=O)cc2s1,?,9,2%,-14,-3,8%,60%[activator]
O=C1CSC(c2cccc(F)c2)N1c1ccccc1F (stereo unspecified),3%,-5,-1%,-3,4,0%,-16%

# Profiles, looked up by structure.
# Listed for COc1cccc(OC)c1C(=O)Nc1nc2ccc(S(C)(=O)=O)cc2s1 : AmpC detergent: ?; HCMV antiviral: 9; AmpC no deterg: 2%; Shiga inhibitor: -14; Cycloheximide cs: -3; FBPA Giardia inh: 8%; AMA1 RON2 block: 60%[activator]
# Listed for O=C1CSC(c2cccc(F)c2)N1c1ccccc1F (stereo unspecified) : AmpC detergent: 3%; HCMV antiviral: -5; AmpC no deterg: -1%; Shiga inhibitor: -3; Cycloheximide cs: 4; FBPA Giardia inh: 0%; AMA1 RON2 block: -16%

# Quoted from the listing:
# `O=c1c(C=NCc2cccnc2)c(C(F)(F)F)[nH]n1-c1nc2ccccc2s1` – AmpC detergent: -2%
# `O=C1CSC(c2cccc(F)c2)N1c1ccccc1F` (stereo unspecified) – HCMV antiviral: -5
# `CCOc1cc(/C=N/NC(=O)CSc2cccc3cccnc23)ccc1O` – Cycloheximide cs: -3
# `Oc1cccc(CCC2CCCCN2Cc2cn[nH]c2-c2ccc3c(c2)OCO3)c1` (stereo unspecified) – AmpC no deterg: -34%

# Additional structures.
SMILES,AmpC detergent,HCMV antiviral,AmpC no deterg,Shiga inhibitor,Cycloheximide cs,FBPA Giardia inh,AMA1 RON2 block
CC(C)CCN(CC(=O)NC1CCCC1)C(=O)C(=O)Nc1ccc2c(c1)OCCO2,-11%,-38,-6%,-10,-4,2%,2%
Cc1c(OCC(N)=O)ccc2c(-c3ccccc3)cc(=O)oc12,-6%,54,-2%,-3,-2,4%,25%
Cn1cccc1C(=O)C(=O)Nc1ccccc1,?,122,-13%,91*,43*,1%,4%
COC(=O)c1[nH]c2cc(OC)ccc2c1N,-10%,9,-23%,18,-2,-18%,6%
O=C(NCc1cccc(Cl)c1)C1CCC(=O)N(C2CC2)C1 (stereo unspecified),0%,-3,-2%,2,1,12%,0%
Cc1ccc(N(CC(=O)NC(C)(C)C)C(=O)CCC(=O)Nc2nccs2)cc1C,?,21,42%,/,1,-1%,4%
CC1CCCCN1S(=O)(=O)c1ccc(C(=O)N2CCOCC2)cc1 (stereo unspecified),8%,-2,0%,-15,-6,-8%,-3%
CCOc1ccccc1NC(=O)CSc1nccn1-c1ccccc1,-16%,26,-12%,-1,-5,?,-8%
C/C(O)=C(\C#N)c1nnc2n1CCCCC2,-5%,7,-12%,9,-3,-21%,3%
COCC(C)n1c(SCC(=O)N2CCCCC2)nc2ccccc2c1=O (stereo unspecified),-10%,31,36%,-15,-3,5%,-1%
O=C(O)Cc1ccc(C(=O)c2ccccc2)s1,-1%,21,-14%,-10,-2,17%,-3%
Cc1c(C(N)=O)sc(N)c1C(=O)OC(C)C,-18%,28,-10%,11,2,4%,-3%
CCC(CO)Nc1nc(CN2CCCCC2)nc2scc(-c3ccccc3)c12 (stereo unspecified),-4%,-69*,33%,-5,-3,-1%,2%
COCCn1c(=N)c(C(=O)NCc2ccco2)cc2c(=O)n3cc(C)ccc3nc21,-3%&14%,-33&-4,17%,-10,-1,-13%,-7%
CCOc1cc(C2NC(=O)NC(C)=C2C(=O)OCC2CCCCC2)ccc1O (stereo unspecified),0%,16,-8%,-5,8,-3%,-17%
Cc1ccnc(NC(=O)CCC(=O)N(CC(=O)NC2CCCCC2)Cc2ccccc2)c1,-4%,-30,-12%,-27,-1,2%,2%
COc1ccccc1/C=C/C=N/NC(=O)CN1CCN(Cc2ccccc2)CC1,-10%,12,69%[activator],-9,-1,0%,3%
Clc1cccc(CNCCCSc2ncccn2)c1,-7%,42,-8%,1,1,?,3%
CCN(C(=O)COC(=O)c1ccccc1O)c1nc2ccccc2s1,/,4,-14%,/,/,/,15%
CN(C)S(=O)(=O)NCC1CCCN(Cc2ccc(-c3ccccc3)cc2)C1 (stereo unspecified),?,21,55%[activator],-22,-2,11%,-3%
CSCCC(NC(=O)c1ccc([N+](=O)[O-])cc1Cl)C(=O)OC(C)C(=O)NCc1ccco1 (stereo unspecified),3%,-5,-4%,/,/,/,-12%
CCOC(=O)c1cccc(NC(=O)Cn2cc3c(n2)CCC(C)C3)c1 (stereo unspecified),?,14,-7%,-6,-1,10%,-7%
Cc1ccc(C2=C(CC(=O)O)C(=O)CC2)cc1,?,27,-10%,19,-4,5%,-6%
Cc1cccc2c(=O)cc(C)n(CC(=O)N3CCOCC3)c12,-15%,-6,-10%,0,-2,-9%,-1%
COc1ccc(NC(=O)Nc2ccc(C(C)C)cc2)cc1,-9%,-20,-29%,58*,19*,-10%,-22%
CCn1c(=O)n(CC)c2cc(S(=O)(=O)Nc3c(C)cccc3C)ccc21,?,38,-4%,-19,-3,11%,-2%
CNC(=S)N/N=C/c1cccc(OCc2ccccc2F)c1,-5%,6,-36%,52*,27*,-12%,44%[activator]
